Source: PubChem (several laboratories)
PMI inhibition – MPI inhibition at elevated mannose 6-phosphate – biochemical, fluorescence intensity, high mannose 6-phosphate, primary screen (AID 1220); one-dose inhibition, % at 20 µM; IC50 in µM for titrated hits; recombinant PMI enzyme, coupled fluorescence intensity; higher % means a stronger effect; 0.66% of 190,000 active
TNAP activators – human TNAP enzyme activators, primary screen, biochemical, luminescent, no phosphate acceptor, uHTS (AID 1001). activation fold at 20 µM; hits with a dose series show EC50 in µM. 0.03% of 200,000 active. purified TNAP, luminescent activation assay, no phosphate acceptor; higher activation fold means a stronger effect; in the data active = activation fold from about 3, or a potency from the dose series; inactive = the rest, 99 in 100 with activation fold below about 1.6; note: many of its hits are not listed in these tables
CSM14.1 death rescue – protection against thapsigargin-triggered cell killing – 384-well, CSM14.1, ATP luminescence, primary screen (AID 1222) | CSM14.1 thapsigargin-induced death rescue, ATP luminescence; higher % means a stronger effect | cellular ATP content (survival), % at 20 µM, or EC50 in µM where a hit was titrated | 190,000 tested, under 10 active;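 active = EC50 below 50 µM in the dose-response confirmation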;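 note: death triggered by thapsigargin at about 15 µM added after 2 h compound pretreatment; cell ATP read after overnight thapsigargin exposure of roughly 18 to 22 hours; normalized against plate controls of thapsigargin alone and 5% DMSO vehicle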
Salmonella PhoP GFP – inhibitors of PhoP regulon expression, primary screen, Salmonella Typhimurium, GFP reporter (AID 1863) | S. Typhimurium PhoP-regulated promoter GFP reporter, 4 h; higher % means a stronger effect | inhibition, % at 50 µM; hits with a dose series show IC50 in µM | 0.16% of 300,000 active;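 active = inhibition over 29.93%, a cutoff 3 SD above the screen mean, later confirmed by dose response; inconclusive = inhibition over 29.93% but no dose response follow-up; inactive = inhibition at most 29.93% or unconfirmed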;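 note: 0% = low Mg2+ inducing control and 100% = high Mg2+ repressing control; strong numbers were not always called active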
Insulin prom up – MIN6 insulin promoter up-regulation. MIN6 insulin promoter-GFP reporter, high-content imaging; hits give high values. z-score at 5 µM. 0.3% of 190,000 active;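 active = z-score above 3 at 5 µM with at least 500 cells counted in the well; inconclusive = wells under 500 cells, flagged as cytotoxic or low count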
SV40 large T antigen – TAg ATPase/helicase activity blockers – biochemical (AID 1903) | SV40 large T antigen ATPase/helicase inhibition assay; higher % means a stronger effect | 0.39% of 310,000 active | one-dose inhibition, % at 20 µM; IC50 in µM for titrated hits; in the data active = a potency from the dose series; inconclusive = inhibition mostly from about 32% at the one dose, without a potency; inactive = the rest, 99 in 100 with inhibition below about 32%; note: strong numbers were not always called active
PMI inhibitors – inhibitors of human PMI, primary screen, biochemical, fluorescence intensity, coupled assay (AID 1209); purified PMI enzyme, coupled fluorescence intensity; higher % means a stronger effect; one-dose inhibition, % at 20 µM; IC50 in µM for titrated hits; 0.42% of 190,000 active;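 note: plate controls were DMSO vehicle for no effect and wells lacking substrate for full effect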
RSV CPE inhibition – inhibition of RSV-induced cytopathic effect – HEp-2 cells, primary 10 µM value included (AID 2391). HEp-2 cells, RSV-induced CPE inhibition; higher % means a stronger effect. CPE inhibition, % at 10 µM; hits with a dose series show IC50 in µM. 0.13% of 310,000 active; in the data active = a potency from the dose series; inconclusive = CPE inhibition mostly from about 23% at the one dose, without a potency; inactive = the rest, 99 in 100 with CPE inhibition below about 21%; note: strong numbers were not always called active
West Nile antiviral – inhibition of WNV-induced cytopathic effect – cell-based, CPE readout (AID 1621); West Nile virus-infected cells, CPE inhibition; higher % means a stronger effect; CPE inhibition, % at 10 µM, or IC50 in µM where a hit was titrated; 0.02% of 290,000 active; in the data active = a potency from the dose series; inconclusive = CPE inhibition mostly from about 3.7% at the one dose, without a potency; inactive = the rest, 99 in 100 with CPE inhibition below about 2.2%; note: strong numbers were not always called active
Insulin prom up cell count – also measured in Insulin prom up; calls as there; cell count; measured here: cytotoxicity, nuclei count;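 total cells summed across four imaged fields per well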
* = called active by the depositor; ? = inconclusive; / = not tested or not shown; & = joins results of further samples. Cut-off read from the data, not from the text of the source, unless noted: active = inhibition above about 50%; inactive = the rest.

SMILES	PMI inhibition	TNAP activators	CSM14.1 death rescue	Salmonella PhoP GFP	Insulin prom up	Insulin prom up cell count	SV40 large T antigen	PMI inhibitors	RSV CPE inhibition	West Nile antiviral
O=C(Nc1ccccc1)c1ccccc1C(=O)N1CCCCC1	3%	1.1	-0.1%	-4%	0.49	1220	2%	0%	1.9%	0.2%
CCCCn1nnnc1SCC(=O)N1CCN(C(=O)c2ccco2)CC1	-1%	1.1	-1.1%	4%	-0.34	1268	0%	5%	1.6%	-0.1%
CCN1CCN(CCC(=O)Nc2ccc(C)cc2)CC1	/	/	/	-4%	/	/	12%	/	1.3%	-0.5%
CC1=C(C#N)C2C(/C1=N/O)C2(C)C (stereo not given)	16%	1.1	3.3%	14%	-0.37	790	17%	18%	10%	0.7%
COc1ccc(/C(N)=N/OC(=O)Cc2cccs2)cc1OC	-6%	1	-2.5%	3%	0.16	1276	1%	-8%	2.8%	-0.7%
Cc1ccc(NC(=S)N(CCCN2CCOCC2)Cc2ccccn2)cc1Cl	4%	1.1	-2.0%	0%	-0.07	1040	10%	-4%	9.3%	-0.9%
Cc1c(C)n(Cc2ccc(Cl)cc2)c2ccc(C(=O)NCCCN3CCOCC3)cc12	/	/	/	-8%	/	/	10%	/	0.6%	-0.8%
CC1CCN(c2ccccc2NC(=O)c2ccc(Br)o2)CC1	/	/	/	1%	/	/	12%	/	15%	0.5%
Cc1ccc(C(=O)NCc2ccc(N3CCN(C(=O)OC(C)(C)C)CC3)cc2)cc1	-3%	1	4.6%	6%	0.17	1494	13%	-13%	-0.9%	/
O=C(Nc1nnc(C2CC2)s1)c1ccc(S(=O)(=O)c2ccccc2)cc1	0%	1.1	-0.8%	0%	-0.11	1502	-2%	-4%	0.1%	0.2%

Ordered by value in SV40 large T antigen (descending): three from the list above.
Structure	SV40 large T antigen
CC1=C(C#N)C2C(/C1=N/O)C2(C)C (stereo not given)	17%
CC1CCN(c2ccccc2NC(=O)c2ccc(Br)o2)CC1	12%
Cc1c(C)n(Cc2ccc(Cl)cc2)c2ccc(C(=O)NCCCN3CCOCC3)cc12	10%

Other entries:
SMILES	PMI inhibition	TNAP activators	CSM14.1 death rescue	Salmonella PhoP GFP	Insulin prom up	Insulin prom up cell count	SV40 large T antigen	PMI inhibitors	RSV CPE inhibition	West Nile antiviral
C=CCn1c(-c2oc3nc(-c4ccccc4)cc(-c4ccccc4)c3c2N)n[nH]c1=S	-15%	0.9	-2.5%	0%	5.6*	852*	15%	-14%	0.1%	0.7%
CC(Sc1nc2ccc(C(=O)c3ccccc3)cc2[nH]1)C(=O)O (stereo not given)	/	/	/	1%	/	/	32%	/	2.8%	1.1%
COC1CCN(C(=O)c2ccc(OC3CCN(Cc4ccccn4)CC3)cc2)CC1	-4%	1.1	2.0%	-13%	0.89	1406	14%	6%	-0.8%	-0.6%
O=c1c([N+](=O)[O-])cc(C(F)(F)F)cn1Cc1cccc(Cl)c1	12%	1.1	-1.2%	6%	/	/	28%	8%	2.5%	-1.1%
O=C1NC(=S)N/C1=C/c1ccc2ccccc2c1	/	/	/	2%	/	/	4%	/	1.1%	-0.4%
CCSC1=NSC2=NC(=O)/C(=C\c3coc4ccccc4c3=O)C(=N)N12	-67%	1	-1.0%	-2%	0.44	1234	28%	-33%	-0.7%	-0.3%
c1csc(-c2nc(NCCCN3CCOCC3)c3ccccc3n2)c1	/	/	/	12%	/	/	5%	/	-0.5%	-0.4%
NC(=O)c1nsc(C(=O)N(Cc2ccc(F)cc2)C(C(=O)NCC2CCCO2)c2ccc(F)cc2)c1N (stereo not given)	/	/	/	-5%	/	/	11%	/	2.4%	-0.3%
COC(=O)CCC(=O)NNC(=O)c1ccc([N+](=O)[O-])cc1	5%	1	0.6%	-1%	1.3	1191	13%	-6%	3.5%	0.3%
CCCCNC(=O)OCCNC(=O)Oc1cccc(C)c1	-3%	1.1	0.7%	-3%	-0.27	1669	-1%	2%	-1.1%	-0.2%
O=C1CCCc2nc3c(cc21)C(O)Oc1ccccc1-3 (stereo not given)	4%	1	0.5%	-2%	0.03	1456	-2%	3%	0.8%	0.1%
CN1CCN(C(=O)CC2C(=O)NCCN2Cc2ccc(-c3ccccc3)cc2)CC1 (stereo not given)	19%	1.1	1.6%	-3%	-0.16	1374	4%	15%	1.4%	0.3%
CCN(CCO)c1cc(Cl)nc(SC)n1	-4%	1.1	-0.2%	0%	/	/	22%	3%	2.6%	0.2%
Cc1c(Cl)cccc1NC(=S)NN	11%	1.1	0.6%	-1%	0.86	1503	18%	5%	0.9%	-0.1%
Cc1ccc(S(=O)(=O)/N=C(/Nc2c(C)n(C)n(-c3ccccc3)c2=O)c2ccc(Cl)cc2)cc1	9%	1.1	0.2%	7%	0.09	1719	21%	6%	0.8%	-0.3%
CCOC(=O)CCCCC(=O)c1[nH]c(=O)[nH]c1C[n+]1ccc(C)cc1	-10%	1.1	-4.8%	7%	-0.43	880	10%	-27%	0.4%	0.2%
COc1ccc(S(=O)(=O)Nc2ccc(C)cc2)cc1OC	0%	1.1	-2.1%	5%	-0.87	1630	11%	1%	15%	0.5%
CCCCN1/C(=C/c2ccc3ccccc3[n+]2CC)Sc2ccccc21	29%	0.8	-2.9%	-23%	?	/	13%	37%	/	-0.8%
CC1CCN(C(=O)c2ccc3c(Cl)c4c(nc3c2)CCCC4)CC1	-1%	1	2.8%	2%	-0.08	1401	5%	1%	0.2%	-0.2%
O=C(NC1CC1)C1=C[C@H](c2csc3ccccc23)C[C@H](OCc2ccc(CO)cc2)O1	/	/	/	-3%	-0.59	987	11%	/	2.0%	-0.6%
COc1ccc(C(=O)n2nc(-c3ccccc3)nc2N)cc1OC	4%	0.7	0.2%	-7%	0.94	1106	-2%	13%	0.5%	1.4%
COc1cccc(/C=C(/C#N)c2nc3ccccc3[nH]2)c1OC(C)C(=O)O (stereo not given)	/	/	/	-6%	/	/	9%	/	2.3%	-0.6%
COc1ccc(NC(=O)COc2ccc3c(c2)CCC3)cc1	-19%	1.1	-1.5%	-2%	-0.14	1224	8%	-21%	0.2%	0.0%
CCOC(=O)N1CCN(C(=O)C2CCN(S(=O)(=O)c3cc(OC)ccc3OC)CC2)CC1	-10%	1	0.0%	-9%	0.01	1403	7%	-4%	-0.4%	-0.6%
COc1ccc(C2=CC(=O)N(Nc3ccccc3)C2=O)cc1	-6%	1.1	-0.4%	-2%	-0.36	1294	31%	-12%	-1.7%	-0.2%
Cc1ccc2oc(-c3cccc(NC(=O)c4ccccn4)c3)nc2c1	/	/	/	-8%	/	/	10%	/	4.8%	-0.2%
Cc1cc(C)nc(Nc2ncn[nH]2)n1	-5%	2.2	0.3%	0%	0.19	1658	1%	-5%	1.2%	0.1%
O=[N+]([O-])c1cc([N+](=O)[O-])c2nonc2c1Nc1ccccc1O	/	/	/	6%	/	/	27%	/	1.9%	-1.2%
CCc1nnc(NC(=O)c2ccc(S(=O)(=O)N(CCOC)CCOC)cc2)s1	-3%	1.2	1.1%	-3%	0.34	1062	6%&7%	2%	2.0%	0.2%
CC(=O)Nc1ccc(NC(=O)CN(c2cccc(C(C)=O)c2)S(C)(=O)=O)cc1	-3%	1.1	-0.6%	-6%	0.48	1409	3%	1%	2.0%	0.4%
CS(=O)(=O)Cc1ccc(C(=O)NC2CCN(Cc3ccccc3)C2)cc1 (stereo not given)	/	/	/	2%	/	/	4%	/	0.3%	-0.4%
CC12CC3CC(C)(C1)CC(Nc1nc(N4CCOCC4)nc4ccccc14)(C3)C2	/	/	/	0%	-1.1	1141	2%	/	/	-1.0%
O=C(COC(=O)CCCNC(=O)c1ccc(Cl)cc1)Nc1ccc(Br)cc1	0%	1.1	-6.1%	-6%	-0.17	1341	6%	1%	0.2%	0.0%
Cc1ccc(S(=O)(=O)CCC(=O)Nc2ccccc2Cl)cc1	/	/	/	-5%	/	/	14%	/	1.8%	-0.6%
CCCCNc1nc2ccccc2n1CC(=O)Nc1ccc2c(c1)OCCO2	/	/	/	-7%	0.08	1057	15%	/	-0.6%	-0.3%
COC(=O)c1ccccc1-n1c(C)nc(=O)c(-c2ccccc2)c1C	/	/	/	13%	/	/	47%	/	2.5%	-0.5%
COc1ccc(CNC(=O)CCn2ccc3cc(S(=O)(=O)N4CCCC4)ccc32)cc1	/	/	/	11%	/	/	-14%	/	-0.4%	0.6%
CC(C)C(C(=O)NCC1CCCO1)N(C(=O)CNS(=O)(=O)c1ccccc1)c1ccc(F)cc1 (stereo not given)	/	/	/	-3%	/	/	7%	/	0.0%	0.3%
COc1ccc(NC(C)=O)cc1NC(C)C(=O)Nc1ccc(F)c(F)c1F (stereo not given)	8%	1.1	0.2%	5%	0.55	845	15%	14%	2.6%	0.0%
Cc1ccc(C(=O)N/C(=C\c2ccc(-c3ccccc3[N+](=O)[O-])o2)C(=O)NCCN(C)C)cc1	/	/	/	-7%	/	/	14%	/	0.0%	0.4%

The closing 2 records of the section before come first, to join the parts:
SMILES	PMI inhibition	TNAP activators	CSM14.1 death rescue	Salmonella PhoP GFP	Insulin prom up	Insulin prom up cell count	SV40 large T antigen	PMI inhibitors	RSV CPE inhibition	West Nile antiviral
COc1ccc(NC(C)=O)cc1NC(C)C(=O)Nc1ccc(F)c(F)c1F (stereo not given)	8%	1.1	0.2%	5%	0.55	845	15%	14%	2.6%	0.0%
Cc1ccc(C(=O)N/C(=C\c2ccc(-c3ccccc3[N+](=O)[O-])o2)C(=O)NCCN(C)C)cc1	/	/	/	-7%	/	/	14%	/	0.0%	0.4%
c1coc(CNCC2OCCc3ccccc32)c1 (stereo not given)	7%	1.1	0.0%	18%	-0.64	1138	4%	2%	0.3%	-0.3%
O=C(Nc1ccccc1)Nc1ccc2ccccc2n1	/	/	/	13%	/	/	4%	/	0.0%	-0.2%
COc1ccccc1C(=O)NC(=O)COC(=O)C1CC2CCCC(C1)C2=O (stereo not given)	/	/	/	-1%	/	/	8%	/	0.6%	-0.2%
COc1ccc(CC(=O)N(Cc2ccccc2)c2cccc(C)c2)cc1OC	/	/	/	-6%	/	/	7%	/	8.4%	-1.2%
CCCSc1nc2c(cnn2-c2ccc(Cl)cc2)c(=O)[nH]1	-1%	1.1	-1.1%	0%	-0.79	1020	26%	-3%	2.7%	-0.1%
CCCOc1ccc(/C(O)=C2/C(=O)C(=O)N(CCCN3CCOCC3)C2c2ccncc2)cc1 (stereo not given)	-10%	1	0.9%	7%	0.16	1693	8%	-15%	/	0.0%
COc1cccc(NC(=O)Cn2nnc(C(=O)NCc3cccs3)c2N)c1	/	/	/	0%	/	/	15%	/	3.6%	0.3%
Cc1ccc([N+](=O)[O-])cc1N/C=C1\CCCCC1=O	37%	1	-2.0%	-7%	1.4	1150	4%	12%	30%	0.6%
CCn1c(=N)n(CC(=O)C23CC4CC(CC(C4)C2)C3)c2ccccc21	11%	1.1	/	15%	0.09	1066	1%	11%	-1.7%	-0.2%
Cc1cc(C)nc(NC(=O)c2cc3ccccc3o2)n1	-4%	1.1	-0.4%	-4%	-0.37	1330	4%	-2%	-0.7%	0.6%
Cc1cc(C)cc(Oc2ccc(NC(=O)C3CC=CCC3C(=O)O)cc2)c1 (stereo not given)	-4%	1.1	0.2%	-8%	0.63	1623	8%	-11%	-0.5%	0.9%
